Assay outcomes (PubChem)
EPAC1 agonist: EPAC1 (human) agonism; O95398; EPAC1 agonist qHTS, biochemical assay; response scale: 100% = response to 6.5 mM cAMP; Potency, µM (doses to about 154 µM), for the others: top-dose activation, hits mostly activators; 360,000 tested, 0.073% active; AID 720707; note: potency is the fitted concentration of half-maximal effect; nearly all actives have a fitted effect of over 60% in size
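Nucleotide exchange assay: 100 nM EPAC1 with 250 nM Rap1B loaded with BODIPY-GDP and 50 uM GDP, room temperature. Fluorescence (480/540 nm) read every 5 min for 30 min; signal change normalized to 6.5 mM cAMP as full agonist.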
HEK293 tox: cytotoxic in the GLP-1 receptor inverse agonist counter-screen | Potency, µM (top dose mostly 38.3 µM), inactives show at the highest dose activity change, negative = inhibition, hits mostly inhibitors | 410,000 tested, 0.13% active | HEK293 cAMP-luciferase reporter cells, luminescence, 24 h;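 note: loss of luciferase light is scored as toxicity; potency is the fitted concentration of half-maximal effect; % is set by controls: 0 for no effect and ±100 for the full control effect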
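Compound-treated cells are incubated 24 hr at 37 deg C under 5% CO2 after a 12 hour attachment period, then luciferase detection reagent is added and luminescence is measured following 12 min at room temperature; lowered signal indicates toxicity.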
IL-2 act: activators of IL-2; activation, % (series mostly up to about 46 µM); 360,000 tested, 0.065% active; AID 652025; IL-2 activation reporter assay, cell-based qHTS; stimulated with anti-CD3/CD4/CD28 beads; in transgenic mouse T cells; in the data active = activation above about 50%; inconclusive = mostly about 30% to 49%; note: 0% is about no effect
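First, unstimulated transgenic mouse T cells were exposed to compound for 60 min. Next, anti-CD3/anti-CD4-coated beads with anti-CD28 were added. Finally, after 18 h at 37 degrees C, EGFP and DsRed were imaged.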
PTHR1 agonist: agonists of human PTHR1 parathyroid hormone receptor. AID 743266. HEK293 GP2 PTHR1 cells, GloSensor cAMP luminescence, 1 h. 410,000 tested, 0.075% active. Q03431. Potency, µM (doses to about 115 µM), for inactives: at the highest dose activation, usual class: activators; note: potency is the fitted concentration of half-maximal effect; nearly all actives have a fitted effect of over 55% in size; some results filed as inactive show a strong effect at the top dose; inactives centre near -15; many of its hits are not listed in these tables
Target sequence (Q03431 whole entry, looked up): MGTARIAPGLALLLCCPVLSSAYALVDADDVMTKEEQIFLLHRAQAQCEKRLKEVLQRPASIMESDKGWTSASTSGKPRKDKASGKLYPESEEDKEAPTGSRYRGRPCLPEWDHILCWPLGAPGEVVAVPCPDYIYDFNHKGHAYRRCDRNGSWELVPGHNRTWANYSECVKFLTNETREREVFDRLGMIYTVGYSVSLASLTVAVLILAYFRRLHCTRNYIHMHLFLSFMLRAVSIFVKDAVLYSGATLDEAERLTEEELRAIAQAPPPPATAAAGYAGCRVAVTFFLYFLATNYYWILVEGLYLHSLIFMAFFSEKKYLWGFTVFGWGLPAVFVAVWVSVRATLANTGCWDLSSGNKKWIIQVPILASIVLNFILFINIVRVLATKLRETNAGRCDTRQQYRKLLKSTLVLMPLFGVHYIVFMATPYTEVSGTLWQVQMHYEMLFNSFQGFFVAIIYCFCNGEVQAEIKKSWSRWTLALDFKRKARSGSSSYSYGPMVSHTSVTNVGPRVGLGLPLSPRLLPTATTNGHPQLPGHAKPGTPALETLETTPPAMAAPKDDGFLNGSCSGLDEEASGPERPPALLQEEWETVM
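HEK-293-derived GP2 cells expressing PTHR1 and a GloSensor cAMP reporter, 3,000/well, plated overnight, given luciferin plus IBMX (each 0.5 mM as added) for 1 h at 37 °C, then compound for 1 h at 37 °C. Luminescence was read after 15 min at room temperature.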
PLK1 PBD inh: PLK1 (human) polo-box domain binding inhibition; P53350; Plk1 PBD binding of FITC phosphopeptide, fluorescence polarization; Potency, µM, inactives show max response, negative = inhibition, usual class: inhibitors; 360,000 tested, 2.8% active; note: potency is the fitted concentration of half-maximal effect; series mostly up to about 57 µM; % is set by controls: 0 for no effect and ±100 for the full control effect; nearly all actives have a fitted effect of over 65% in size
EPAC1 antag: EPAC1 (human) antagonism. 360,000 tested, 0.14% active. AID 720709. EPAC1 GEF assay, Rap1b-BODIPY-GDP exchange fluorescence. Potency, µM (titrated, usually from 115 µM), inactives show at the highest dose activity change, negative = inhibition, hits mostly inhibitors;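 note: potency is the fitted concentration of half-maximal effect; plate controls were vehicle for no effect and positive control for full effect; nearly all actives have a fitted effect of over 50% in size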
GLP-1R agonist: activates the human GLP-1 receptor. Potency, µM (doses to about 45.6 µM), for inactives: at the top dose activation, usual class: activators. P43220. 380,000 tested, 0.007% active. HEK293 GLP-1R CRE-luciferase, luminescence, 4-6 h; cells express a hypersensitive GLP-1R form; note: potency is the fitted concentration of half-maximal effect; % of control where 0% means no effect
Target sequence (P43220 whole entry, looked up): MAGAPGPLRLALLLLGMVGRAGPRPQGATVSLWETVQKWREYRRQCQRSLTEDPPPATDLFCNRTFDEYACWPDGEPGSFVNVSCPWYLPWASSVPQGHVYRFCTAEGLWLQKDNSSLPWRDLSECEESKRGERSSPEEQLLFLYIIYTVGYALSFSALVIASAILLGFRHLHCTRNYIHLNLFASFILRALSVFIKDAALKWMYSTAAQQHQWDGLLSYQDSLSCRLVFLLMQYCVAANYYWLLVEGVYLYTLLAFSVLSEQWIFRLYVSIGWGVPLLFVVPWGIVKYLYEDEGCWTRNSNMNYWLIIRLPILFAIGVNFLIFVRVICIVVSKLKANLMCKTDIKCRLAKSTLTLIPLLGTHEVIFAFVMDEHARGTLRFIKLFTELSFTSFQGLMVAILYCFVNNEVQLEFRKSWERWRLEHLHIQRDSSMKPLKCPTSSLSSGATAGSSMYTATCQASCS
GLP-1R inv ag: acts as inverse agonist at human GLP-1 receptor; HEK293 GLP-1R CRE-luciferase, luminescence, 24 h; GLP-1R form is constitutively active; Potency, µM (highest dose often 38.3 µM), inactives show top-dose activity change, negative = inhibition, most hits filed as inhibitors; 410,000 tested, 1.6% active; AID 624417; note: potency is the fitted concentration of half-maximal effect; % is set by controls: 0 for no effect and ±100 for the full control effect; nearly all actives have a fitted effect of over 55% in size
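HEK293 cells stably co-expressing constitutively active GLP-1R and a cAMP-responsive luciferase reporter were seeded in DMEM with 10% Nu serum, given compounds after 12 h, and incubated 24 h at 37 deg C. Luminescence was then read.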
PI5P4Ka inh: blocks human PI5P4K alpha kinase activity. P48426. PI5P4Kalpha enzyme, ADP-Glo luminescence, 60 min; hits give low values. max response, %. 330,000 tested, 1.2% active; active = max response of -50% or lower; inconclusive = between -30% and -50%; inactive = -30% or higher; note: value at the top dose of about 77 µM; % is set by controls: 0 for no effect and ±100 for the full control effect
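Reactions run in 0.038 M HEPES pH 7.4, 0.28 mM EGTA, 0.1% CHAPS and 5% DMSO, with PI5P4Kalpha, substrate, compound and 5 microM ATP final, one hour at room temperature. Readout is ADP-Glo luminescence.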
Starred values were filed as active, the others as inactive; i = inactive; ? = inconclusive; . = no result given; & = joins results of further samples; [ ] = dose if it differs, or a comment. Unless noted, calls come from the whole dose curve; as a rule, active = well fitted curve in the direction sought with a large enough effect; inconclusive = small, poorly fitted or top-dose-only effect, or another doubt; inactive = no such curve, though single readings can be large; an effect the other way counts as inactive or inconclusive. The list is partial. The share of hits here may be higher or lower than overall.

molecule,EPAC1 agonist,HEK293 tox,IL-2 act,PTHR1 agonist,PLK1 PBD inh,EPAC1 antag,GLP-1R agonist,GLP-1R inv ag,PI5P4Ka inh
Cc1ccccc1-c1noc(C23CC4CC(CC(C4)C2)C3)n1,2%,2%,1.1,-2%,-1%,5%,-8%,-14%,11
CCCc1cc(O)c2c(C)cc(=O)oc2c1,-1%,28%,0.3,-8%[57.5 µM],0%,-2%,6%,0%,.
COc1ccc(-c2sc(Nc3cccc4ccccc34)n[n+]2C)c(C)c1C,-18%,8%,-0.9,-21%,-10%,1%,6%,14%,4
COc1ccccc1OCCSc1nnc(CNC(=O)c2ccco2)n1C,17%,-3%,-1.7,-24%,-7%,?,3%,1%,-1
O=C(NC1(C(F)(F)F)N=C2SCCN2C1=O)c1ccccc1 (stereo not drawn),3%,4%,0.1,-10%,-9%,4%,-7%,-3%,1
CCOC(=O)c1c(-c2cccs2)csc1NC(=O)c1ccncc1,-10%,-25%,0.3,-43%[inhibitor][57.5 µM],-5%,-18%,-15%,31%[activator],2
O=C(COc1ccc2ccccc2c1)NNC(=O)c1ccc([N+](=O)[O-])cc1,-3%,-1%[7.66 µM],1.1,-2%,-15%,-12%,-1%,-15%[7.66 µM],-9
CCOc1ccc(-c2cn3ccccc3n2)cc1[N+](=O)[O-],-4%,-16%,-3.6,-2%,-1%,11%,?,65%[activator],-4
CC(C)C(=O)Nc1cccc(-c2nc3ccccc3c(=O)o2)c1,8%,-2%,1.1,-15%[57.5 µM],-6%,-18%,-13%,12%,3
CC(C)CNS(=O)(=O)c1ccc(CCC(=O)N2CCN(Cc3ccc4c(c3)OCO4)CC2)cc1,1%,-25%,-2.5,-11%[57.5 µM],1%,-12%,-13%,?,-4
O=C(c1ccc(O)cc1)c1ccc(C(=O)O)c(C(=O)O)c1,1%,6%,-1.5,i,-9%,-6%,-14%,-3%,.
NC(=O)COC(=O)c1ccccc1Oc1ccccc1,-11%,6%,-4.9,i,-2%,9%,8%,25%,5
COc1cc(SC)ccc1C(=O)Nc1cccc(C2OCCCO2)c1,7%,2%,-0.1,i,-12%,-27%,15%,1%,16
Cc1cc(C)n(-c2ccn(Cc3ccc(Cl)cc3Cl)c(=O)n2)n1,12%,1%,0.9,?,-8%,6%,3%,-13%,.
Cc1cccc(-n2c(Cc3cc(=O)[nH]c(=O)[nH]3)nnc2SCC(=O)Nc2cccc(C(F)(F)F)c2)c1,5%,-2%,1.3,0%,-9%,11%,-1%,15%,-2
Cc1cccnc1NC(=O)c1csnn1,0%,2%,1.2,-5%,-6%,1%,15%,5%,3
O=C(CN1CCCCCC1)Nc1ccc(S(=O)(=O)N2CCCCC2)cc1,4%,23%,2.1,i,0%,6%,11%,?,-11
COCCN1CCn2c(nc3cc(NS(C)(=O)=O)ccc32)C1,4%,5%,-0.9,-13%,3%,1%,0%,22%,2
COc1cccc(/C=C2\N=C3CCCCCN3C2=O)c1,3%,-8%,-1.2,i,-8%,0%,0%,5%,9
c1ccc(OCCCc2nc(-c3cccnc3)no2)cc1,-14%,-6%,-1.7,i,-6%,11%,0%,0%,.
O=C(COC(=O)c1ccc2c(c1)OCO2)Nc1ccccc1Cl,-7%,-2%,-0.3,2%,-13%,?,2%,4%,-1
CCOc1ncccc1C(=O)OCC(=O)Nc1cc(S(=O)(=O)N2CCOCC2)ccc1Cl,0%,5%,-0.4,-9%,1%,0%,21%,5%,-4
O=C(Nc1ccc2c(c1)OCO2)c1cc(-c2ccncc2)nc2ccccc12,-3%,-6%,-4.2,-12%,2%,-24%,15%,?,-17
Cc1cc(N2CCN(C)CC2)nc2ccc(NC(=O)c3ccccc3F)cc12,9%,-12%&2%,0.0,i,0%,-3%,16%,?,6
CCOc1ccc(NC(=O)CCN2C(=S)NC(C)(C)CC2C)cc1 (stereo not drawn),-1%,1%[7.66 µM],-0.4,8%,4%,2%,-1%,-6%[7.66 µM],-8
CCN(CC)c1ncnc2c1ncn2[C@H]1CN(Cc2ccc(-c3ccccc3)cc2)C[C@@H](CO)O1,1%,-5%,0.6,-12%,5%,-3%,-7%,?,17
CCOc1ccc(-n2c(=S)sc3c(=O)[nH]c(SCC(=O)NC(C)CC)nc32)cc1 (stereo not drawn),-4%,-6%,0.1,-9%[57.5 µM],-3%,10%,-1%,0%,.
C/C(=N\N1CCN(c2ccc(Cl)cc2)CC1)c1cccs1,4%,-14%,0.0,i,1%,-8%,-7%,11%,8
CCc1ccc(CNC(=O)c2cc3c(=O)oc4ccc(C)cc4c3s2)cc1,.,-22%,.,-25%,.,.,-1%,-17%,.
CC(C)C[C@@H]1CC2=C(C(=O)OC(C)(C)O2)[C@H](CCc2ccccc2)O1,-12%,4%,-0.4,-22%,2%,3%,2%,?,21

More results follow.
molecule,EPAC1 agonist,HEK293 tox,IL-2 act,PTHR1 agonist,PLK1 PBD inh,EPAC1 antag,GLP-1R agonist,GLP-1R inv ag,PI5P4Ka inh
CC1CCCC(NC(=O)CNC(=S)N(Cc2ccccc2)Cc2cccs2)C1C (stereo not drawn),5%,-14%,-0.9,-26%,1%,-5%,13%,?,14
CCC(C(=O)NCCCc1ccccc1)n1nc(C)c2c(C)n(-c3ccccc3)nc2c1=O (stereo not drawn),5%,-6%,-1.6,-20%,-9%,?,0%,?,0
Cc1cc2oc(C(=O)N(Cc3ccccc3)C3CCS(=O)(=O)C3)cc(=O)c2cc1Cl (stereo not drawn),14%,4%,0.2,?,-8%,-9%,13%,70%[activator],.
COc1ccc(S(=O)(=O)N2CCOC2CNC(=O)C(=O)NCc2ccncc2)cc1 (stereo not drawn),-2%,-3%,4.3,-4%,2%,13%,6%,5%,1
COc1ccc(F)cc1S(=O)(=O)NC1CCCCCC1,-1%,2%,2.4,i,-9%,-15%,1%,?,3
CC(C)(C)OC(=O)C[C@H]1C/C=C\C[C@H](CC(=O)N[C@H](CO)Cc2ccccc2)C(=O)N[C@H](Cc2ccccc2)COC1=O,-10%,3%,-0.6,-20%,-14%,-14%,2%,-5%,-5
COc1ccccc1CCC(=O)OCC(=O)NC1CC1,1%,-10%,-0.5,i,-12%,-12%,10%,3%,0
CC(=O)c1c(C)[nH]c(C(=O)OCC(=O)Nc2cc(S(=O)(=O)N3CCCC3)ccc2Cl)c1C,-8%,-27%,-0.6,-41%[inhibitor],-1%,-1%,-12%,11%,-8
CC1(C)CC(=O)C=C(NCc2ccc(Cl)c(Cl)c2)C1,0%,5%,-2.0,i,-2%,2%,-5%,0%,.
CN(C)CCN1C(=O)C2C3C=CC(C3)C2C1=O (stereo not drawn),11%,3%,-3.0,i,-10%,-2%,9%,7%,-2
CCOc1ccc(/C=N/NC(=O)c2cc3c(OC)cc(OC)cc3[nH]2)cc1OC,8%,-8%,-0.5,i,-4%,2%,21%,-18%,2
CC(=O)c1cccc(-n2c(CCC(=O)O)ccc2-c2ccccc2)c1,-6%,-15%&2%,0.1,-50%[inhibitor],-2%,10%,0%,11%&10%,-8
O=[N+]([O-])c1ccccc1C(O)Cc1ccccn1 (stereo not drawn),8%,0%,0.2,-3%,-8%,-16%,1%,0%,2
O=C(Cn1c(NCCO)nc2ccccc21)NCCc1ccccc1,-6%,-18%,-0.9,i,-6%,5%,-7%,-1%,-5
O=C(NC(Nc1ccc(F)cc1)(C(F)(F)F)C(F)(F)F)c1cccnc1,-12%,-3%,-2.7,i,-1%,2%,6%,12%,-3
O=C(Nc1ccc(Cl)cc1)Nc1nnc(CSc2ccc(Cl)cc2)s1,-2%,-2%,-3.0,-23%,-5%,-20%,14%,5%,7
COc1ccc2[nH]cc(CCNC(=O)/C=C/[C@H]3O[C@@H](n4cnc5c(NC(=O)c6ccccc6)ncnc54)[C@H](O)[C@@H]3O)c2c1,10%,-2%,1.4,8%,0%,-5%,-1%,8%,-2
C=CCN(C(=O)CSc1nc2ccsc2c(=O)n1Cc1ccccn1)c1ccccc1,4%,-2%,-1.4,-25%,-6%,-10%,12%,-14%,-8
Cc1ccc2[nH]c(=O)c3cc(C(=O)N(C)Cc4ccco4)sc3c2c1,-3%,-19%,-3.5,-17%,0%,-27%,-4%,13%,0
O=C1CCCC(O)=C1C=NCCc1ccccc1,-1%,7%,1.4,i,-1%,11%,2%,0%,-8
Cc1ccc(-c2cc(C(=O)Nc3nccs3)c3ccccc3n2)c(C)c1,15%,-12%,0.1,i,-6%,3%,-9%,?,-1
Nc1ncn(-c2ncc(C(F)(F)F)cc2Cl)n1,-2%,-6%,-0.6,?,-5%,12%,1%,18%,3
CCOC(=O)COc1ccc(S(=O)(=O)N2CCN(c3ccccc3)CC2)cc1,-1%,18%,1.3,-17%,-7%,-24%,4%,4%,3
CCOC(=O)c1cn2nc(N3CCCCC3)ccc2n1,3%,8%,2.8,-15%,-1%,3%,-4%,?,-1
COC(=O)CCC(=O)OC1(C)C(=O)C=C2C=C(C3CC3)N(Cc3ccc(OC)cc3)C=C2C1=O (stereo not drawn),4%,-8%,0.5,-8%,-28%,-13%,-1%,9%,-5
O=[N+]([O-])c1ccccc1NCCNc1ncc(C(F)(F)F)cc1Cl,8%,-25%,-0.4,-26%[57.5 µM],-3%,-26%,27%,?,26
CCOC(=O)c1nnn2c1nc(Nc1cccc(C(F)(F)F)c1)c1ccccc12,2%,0%,-3.7,i,-3%,14%,1%,23%,-15
CC(NS(=O)(=O)c1ccccc1)C(=O)Nc1ccc(S(N)(=O)=O)cc1 (stereo not drawn),0%,?,0.2,-1%[57.5 µM],-13%,0%,9%,1%,.
COc1ccccc1NC(=O)c1cc2c(n(-c3ccc(C)cc3)c1=O)CC(C)(C)CC2=O,.,-16%,.,-39%[inhibitor],.,.,1%,-1%,.
